# Bioassay records (PubChem)
# CHOP inh = CHOP inhibition in unfolded protein response | CHO-K1 CHOP-promoter luciferase, tunicamycin-induced, 15-18 h | inhibition, % at 10 µM | 220,000 compounds, 3.8% hits;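 active = compounds that reduced the stress-induced luciferase reporter signal by more than about 70% of percent inhibition, limit read from the data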;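 also: 0% = tunicamycin plus vehicle and 100% = wells without tunicamycin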
# TNF necrop inh = TNF-alpha cell death inhibition in Jurkat FADD-/- cells. Jurkat FADD-/- TNF necroptosis rescue, ATP luminescence, 24 h; 0 = TNF only, 100 = no-TNF cells. 220,000 compounds, 0.068% hits. activation (protection from cell death), % at 10 µM;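 active = activation, meaning protection from cell death, of at least 50% relative to plate controls; inactive = activation below 50%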;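 also: necroptosis triggered by 40 ng/mL TNF-alpha added together with compound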
# zVAD death inh = blocks zVAD induced death of L929 cells. L929 zVAD necroptosis rescue, ATP luminescence, 24 h; with zVAD 60 µM. 220,000 compounds, 0.38% hits. viability rescue, % at 10 µM;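 active = activation, scaled between plate controls, above about 75%, limit read from the data; inactive = activation under that limit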;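 also: 0% = zVAD with DMSO and 100% = DMSO alone without zVAD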
# TbHK1 inh = T. brucei hexokinase 1 inhibition; recombinant TbHK1, G6PDH-coupled NADH A340; inhibition, % at 10 µM; 220,000 compounds, 0.11% hits; AID 1430;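 active = inhibition of 50% or more in the single-dose primary screen; inactive = inhibition below 50%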
# PGE2 EP2 inh = EP2 receptor (human) inhibition. 260,000 compounds, 0.52% hits. P43116. AID 1422. inhibition, % at 25 µM. C6 glioma cells expressing human EP2, cAMP TR-FRET; cells stimulated with saturating PGE2;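 active = percent inhibition above 40 after rounding to a whole number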;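 also: rat C6 glioma host cells with rolipram phosphodiesterase inhibitor present; the protocol text gives 20 µM as final concentration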
# Target sequence (P43116 whole entry, looked up): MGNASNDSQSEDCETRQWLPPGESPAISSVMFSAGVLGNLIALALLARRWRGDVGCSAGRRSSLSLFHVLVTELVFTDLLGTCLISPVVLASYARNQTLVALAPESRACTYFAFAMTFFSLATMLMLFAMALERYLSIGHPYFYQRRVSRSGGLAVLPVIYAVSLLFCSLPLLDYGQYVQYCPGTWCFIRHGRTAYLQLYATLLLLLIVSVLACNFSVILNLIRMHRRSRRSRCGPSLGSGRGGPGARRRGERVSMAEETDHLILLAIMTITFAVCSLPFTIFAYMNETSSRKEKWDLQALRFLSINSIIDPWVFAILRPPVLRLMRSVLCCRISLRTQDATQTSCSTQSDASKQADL
# Wee1 degr inh = blocks degradation of human Wee1 kinase; P30291; AID 1321; reporter increase, % at 5 µM; 220,000 compounds, 1.2% hits; HeLa Luc-Wee1K328M stability, luciferase luminescence; 100% = proteasome inhibitor MG132 effect;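 active = activation above the mean of all tested compounds plus 3 SD, set per screening run, cut at about 8.8% in these data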;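 also: cells exposed to compound for 20 h before luminescence read; 0% = DMSO alone and 100% = MG132 at 30 µM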
# FXIa inh = inhibitors of human coagulation factor XIa | 220,000 compounds, 0.14% hits | P03951 | inhibition, % at 5 µM | purified FXIa, Boc-Glu-Ala-Arg-AMC fluorogenic substrate | AID 798;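 active = inhibition of at least 40%; inactive = inhibition below 40%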;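 also: fluorescence of freed AMC excited at 355 nm; 0% = enzyme without compound and 100% = no enzyme blank; many of its hits are not listed in these tables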
# Target sequence (P03951 19-387 limits assumed): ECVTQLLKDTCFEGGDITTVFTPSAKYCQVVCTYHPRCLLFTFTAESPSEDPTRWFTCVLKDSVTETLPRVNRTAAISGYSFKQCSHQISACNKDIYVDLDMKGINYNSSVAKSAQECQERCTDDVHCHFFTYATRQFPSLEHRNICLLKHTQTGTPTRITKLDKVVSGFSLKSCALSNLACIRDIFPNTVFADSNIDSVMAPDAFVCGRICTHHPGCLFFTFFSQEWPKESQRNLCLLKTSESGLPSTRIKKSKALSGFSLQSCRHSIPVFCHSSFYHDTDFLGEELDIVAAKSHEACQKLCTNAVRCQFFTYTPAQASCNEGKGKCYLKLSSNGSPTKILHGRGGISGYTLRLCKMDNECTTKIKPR
# Target sequence (P03951 388-625 limits assumed): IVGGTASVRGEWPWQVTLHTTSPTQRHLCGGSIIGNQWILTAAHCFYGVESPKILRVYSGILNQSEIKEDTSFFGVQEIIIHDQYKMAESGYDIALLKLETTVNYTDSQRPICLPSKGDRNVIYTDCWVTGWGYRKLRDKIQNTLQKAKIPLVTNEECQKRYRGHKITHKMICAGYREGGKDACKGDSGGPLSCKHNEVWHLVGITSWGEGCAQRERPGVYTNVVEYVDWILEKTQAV
# FXIIa inh = blocks human coagulation factor XIIa protease activity; P00748; purified FXIIa, Boc-QGR-AMC fluorogenic substrate, 2 h; inhibition, % at 5 µM; 220,000 compounds, 0.3% hits; AID 800; in the data active = inhibition above about 40%;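 also: 0% = enzyme with no compound and 100% = blank without enzyme; many of its hits are not listed in these tables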
# PPC-1+TRAIL kill = kills PPC-1 cancer cells in the presence of TRAIL; 220,000 compounds, 0.41% hits; cell killing (% activity), % at 4 µM; PPC-1 cells + TRAIL, ATPLite viability luminescence; AID 1443;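 active = cell killing above 50% in the first pass at 4 µM, then a duplicate retest at 5 µM averaging 50% or more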;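 also: plate controls were cells with TRAIL plus DMSO for no effect and medium-only wells lacking cells for full effect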
# * hit, by the source's call; x = no result given; & = joins results of further samples.
SMILES,CHOP inh,TNF necrop inh,zVAD death inh,TbHK1 inh,PGE2 EP2 inh,Wee1 degr inh,FXIa inh,FXIIa inh,PPC-1+TRAIL kill
CC[C@H](C)[C@H](NC(N)=O)C(=O)OCC(=O)NCc1ccc(Cl)cc1,0,-0.6,1.5,3,7,2,2,6,-6
COc1ccc(Cn2c(O)c(C=Nc3ccc(OC)cc3)c3ccccc3c2=O)cc1,0,5.1,0.4,-16,7,-1,8,6,12
CCN(CC(=O)Nc1cccc(C#N)c1)CC(=O)Nc1cccc(OC)c1,-16,-0.3,0.1,-8,4,-3,-3,-2,2
COc1ccc(CCNC(=O)CSc2ccc(-c3ccncc3)nn2)cc1,2,-0.3,0.3,-2,1,0,-3,3,9
C=C(C)CNC(=S)N/N=C(\C)c1cccc(NC(C)=O)c1,-4,-0.7,-1.1,10,11,-4,49*,34,2
Cc1ccc(C(=O)NNc2nc3ccccc3nc2C(F)(F)F)cc1,29,-3.8,0.2,-5,12,0,9,12,2
COc1cc(OC)cc(C(=O)Oc2ccc(/C=N/Nc3nc4ccccc4s3)cc2OC)c1,1,2.6,77*,-29,11,5,7,15,13
Cc1cc(NC(=O)CSc2nnc(C3CC3)n2C)no1,-6,-0.9,0.3,7,11,3,8,10,6
Cc1ccc(C(c2sc3nc(C)nn3c2O)N2CCN(c3ccc(F)cc3)CC2)cc1 (stereo not given),36,-0.9,-0.2,-6,19,1,8,16,17
O=C(NCc1ccco1)C1CCCN1C(=O)NCc1ccccc1 (stereo not given),-11,-0.4,-0.7,27,5,-2,-11,10,8
O=C(CN1C(=O)/C(=C/c2cccc(Br)c2)SC1=S)NC1=NCCS1,-5,2.7,-0.4,-14,5,4,2,13,8
CCCOc1ccc(N2C(=O)CC(N(Cc3ccco3)C(=O)CC)C2=O)cc1 (stereo not given),23,0.1,1.4,-4,7,1,-1,3,18
CN(C)c1ccc(C(=O)Nc2ccc(S(=O)(=O)NC3=NCCCCC3)cc2)cc1,x,-0.8,-0.6,-49,7,-1,x,x,-3
CCCNC(=O)/C=C/c1ccc(C(C)C)cc1,18,6.9,7.5,-1,5,-3,-8,-4,-11
CCOCCCNS(=O)(=O)c1ccc(NC(=O)Cc2c(F)cccc2Cl)cc1,22,3.3,1.4,-1,3,-1,3,9,-8
O=C(OC1Cn2c(=O)ccc(=O)n2C1)c1ccccc1,35,0.7,0.5,-6,12,-1,8,14,22
CCOC(=O)c1[nH]ncc1CN1CCCC(C(=O)c2cccc(OC(C)C)c2)C1 (stereo not given),11,0.3,-1.2,-7,5,-1,4,8,-1
CCOC(=O)c1cc(CC)sc1N1C(=O)CC(Sc2ccccc2C(=O)O)C1=O (stereo not given),-4,-2.5,0.8,-1,8,1,-2,8,4
Cc1ccc(C(=O)N2CCCC(C(=O)c3cc(F)ccc3F)C2)s1 (stereo not given),19,2.5,3.0,-2,6,3,-3,10,12
O=C(Nc1cc(S(=O)(=O)N2CCOCC2)ccc1N1CCOCC1)c1cn2ccccc2n1,11,0.9,0.3,-9,11,0,0,11,19
O=C(NC(=S)N1CCCCCC1)c1ccccc1Cl,-7,0.2,1.4,0,10,1,-3,5,23
COc1cc(NC(=O)SC2=NCCS2)cc(OC)c1,4,-2.6,0.0,-5,11,1,1,9,-6
CCSc1nnc(NC(=O)c2ccc(C)cc2)s1,-6,0.9,-1.2,-18,-3,7,18,8,25
COC(=O)c1cn(CCOc2ccc(C)cc2)c2ccccc12,-24,3.4,0.7,25,9,0,6,13,-15
O=C(CC1Oc2ccccc2NC1=O)NCc1ccc(Cl)cc1 (stereo not given),12,-0.3,1.0,-19,13,0,3,12,15

# Molecules above containing two or more sulfur atoms, in the order listed:
SMILES,CHOP inh,TNF necrop inh,zVAD death inh,TbHK1 inh,PGE2 EP2 inh,Wee1 degr inh,FXIa inh,FXIIa inh,PPC-1+TRAIL kill
O=C(CN1C(=O)/C(=C/c2cccc(Br)c2)SC1=S)NC1=NCCS1,-5,2.7,-0.4,-14,5,4,2,13,8
CCOC(=O)c1cc(CC)sc1N1C(=O)CC(Sc2ccccc2C(=O)O)C1=O (stereo not given),-4,-2.5,0.8,-1,8,1,-2,8,4
COc1cc(NC(=O)SC2=NCCS2)cc(OC)c1,4,-2.6,0.0,-5,11,1,1,9,-6
CCSc1nnc(NC(=O)c2ccc(C)cc2)s1,-6,0.9,-1.2,-18,-3,7,18,8,25

# (next part)
SMILES,CHOP inh,TNF necrop inh,zVAD death inh,TbHK1 inh,PGE2 EP2 inh,Wee1 degr inh,FXIa inh,FXIIa inh,PPC-1+TRAIL kill
CN(CCO)c1ncnc2c1sc1nc(N3CCOCC3)c3c(c12)CCC3,4,-11,1.8,-50,14,0,-16,2,-2
CCOC(=O)CN1N=C(/C=C/c2ccc(OCC)cc2)CCC1=O,6,-0.5,7.8,-43,2,1,-4,2,4
O=S(=O)(/C=C/c1ccccc1)N1CCN(c2ccc(F)cc2)CC1,55,-1.6,0.2,0,1,4,2,-11,3
O=C(COc1ncnc2sccc12)N1CCN(C(=O)c2ccco2)CC1,4,0.4,2.3,7,8,0,0,4,23
Cc1cc2occ(CC(=O)NCc3cccs3)c2cc1C(C)C,24,2.5,-0.5,5,10,4,8,13,23
CC1(C)Cc2c(sc3nnn(Cc4ccc(Cl)cc4)c(=O)c23)CO1,44,2.8,0.7,0,6,0,8,4,15
CCn1c(SCC(=O)N2CCc3ccccc32)nnc1-c1ccco1,32,0.5,1.2,1,9,-1,2,16,-21
CCN1C(=O)c2cccc3c(S(=O)(=O)Nc4ccccn4)ccc1c23,10,-3.4,55,-23,14,0,1,16,-6
COc1cc(C(=O)NCc2ccccc2)cc(Br)c1OC,6,0.4,0.4,-2,14,-2,2,6,11
CCn1c(SCC(=O)N/N=C/C(C)=C\c2ccco2)nnc1-c1ccccc1,23,1.6,0.2,-46,6,-1,-2,7,0
COc1cccc(N=c2oc3c(C)ncc(CO)c3cc2C(N)=O)c1,-10,0.4,0.4,-6,2,0,2,16,5
O=C(CS(=O)(=O)c1ccccc1)Nc1ccc(S(=O)(=O)Nc2ncccn2)cc1,-6,0.7,1.4,-5,7,-1,0,-4,-7
O=C(Nc1cccc(F)c1)C1C2C=CC3(CN(CCCN4CCOCC4)C(=O)C13)O2 (stereo not given),-30,1.1,0.3,3,6,1,7,16,21
O=C(NCc1ccc(F)cc1)c1cc2n(n1)C(C(F)(F)F)CC(C1CC1)N2 (stereo not given),23,1.7,0.6,2,12,-1,4,8,13
CCC(C)NC(=O)c1c(N)n(/N=C/c2cccnc2)c2nc3ccccc3nc12 (stereo not given),-2,-11,53,-36,8,2,-6,5,-4
CC(=O)Nc1ncc(Cc2ccc(Cl)cc2Cl)s1,-1,-3.6,-1.1,-3,1,-3,-4,6,16
O=C1NC(=S)N/C1=C\c1ccc(N2CCOCC2)cc1,3,-1.5,1.9,-19,9,2,5,10,38
CCN(CC)c1ncc(C#N)c(N)n1,13,-0.8,0.3,-6,11,-1,3,8,-13
COC(=O)c1ccc(/C=N/n2cnnc2)cc1,14,0.4,0.1,11,10,1,0,10,-7
Cc1cccnc1NC(=O)Cn1nc([N+](=O)[O-])cc1C,6,0.1,20,2,11,-3,-4,1,-5
CCOC(=O)N1CCN(CC(=O)Nc2sc(CC)cc2C(=O)c2ccc(OC)cc2)CC1,13,-1.8,0.4,-11,5,1,-3,4,13
S=c1nc(C2CCCCC2)n(-c2ccccc2)[nH]1,0,-0.5,-0.5,-7,7,3,0,4,-2
C=CCOC(=O)/C(=C\c1ccccc1)NC(=O)c1ccc(C)cc1,-30,0.4,1.0,1,3,6,3,9,18
COc1cc(C(=O)OCC(=O)Nc2c(F)cccc2F)cc(OC)c1C,94*,0.8,20,-1,2,-3,-3,4,-7
CC(C)(O)CC[C@@H](O)[C@](C)(O)[C@H]1CC[C@@]2(O)C3=CC(=O)[C@@H]4C[C@@H](O)[C@@H](O)C[C@]4(C)C3CC[C@]12C (stereo not given in full),25,1.1,1.1,-12,15,3,-3,4,4
# Further compounds follow:
SMILES,CHOP inh,TNF necrop inh,zVAD death inh,TbHK1 inh,PGE2 EP2 inh,Wee1 degr inh,FXIa inh,FXIIa inh,PPC-1+TRAIL kill
Cc1cc(NC(=O)CSc2ccc3nnc(CCNS(=O)(=O)c4ccccc4)n3n2)no1,-14,0.3,3.3,2,9,-1,-6,1,8
O=C(NNC(=O)c1ccccc1[N+](=O)[O-])c1ccco1,16,1.7,1.1,7,6,-3,0,10,6
COc1ccc2ccccc2c1CN1CCN(C)CC1,21,1.1,0.1,-4,3,0,11,22,29
O=C(COC(=O)c1cncc(Br)c1)Nc1ccc2c(c1)OCO2,-4,0.5,1.8,-1,9,1,-8,1,-22
COc1ccccc1-c1noc(CCC(=O)Nc2cccc(C(F)(F)F)c2)n1,63,0.5,2.2,1,2,-1,-3,5,10
CCOC(=O)c1ccc(NC(=O)COc2ccccc2OC)cc1,8,1.6,0.5,6,11,-4,2,16,3
CCn1c(C)nc2cc(C(=O)NNC(=S)Nc3ccccc3)ccc21,-24,-0.6,0.7,-7,5,0,0,6,30
N=C1C(c2ccccc2)=C(O)C2CCc3ccccc3N12 (stereo not given),0,2.3,1.1,-5,9,2,5,13,11
CC(=O)c1cccc(N(C(=O)c2cnccn2)C(C(=O)NCc2ccccc2)c2ccco2)c1 (stereo not given),18,-0.8,0.1,-6,6,3,-17,2,0
CC(C)c1ccc(C(O)Cc2nc3ccccc3n2C)cc1 (stereo not given),-14,5.0,-0.2,-1,11,-2,-2,0,6
COc1ccc2c(c1)C(C1C(=O)CCCC1=O)c1ccccc1O2 (stereo not given),-9,-3.9,-0.1,1,10,1,-2,-3,-15
COC(=O)c1ccccc1NC(=O)Cc1ccccc1OC,1,-1.1,-0.1,-3,8,-2,-3,3,6
Cc1ccc(SCc2[nH]nc3c2C2(CCSCC2)C(C#N)=C(N)O3)cc1,69,-6.9,-0.4,2,7,-2,1,1,8
CC(C)CCOc1ccc(C(=O)C[N+]2(C)CCOCC2)cc1,-5,-0.3,0.7,2,8,3,-8,10,24
Cc1cc(C)n(CC(=O)N2c3ccccc3Sc3ccc(C(F)(F)F)cc32)n1,4,2.5,x,-2,7,0,12,15,4
Cc1cccc(Nc2ccncc2S(=O)(=O)NC(=O)NC(C)C)c1,-5,x,x,x,17&8,0,x,x,3
CCCCOc1ccc(CNC(=S)N/N=C/c2ccc(OC)c(OC)c2)cc1,88*,-4.2,-0.5,-17,11,-3,0,11,19
Cc1nn(-c2ccccc2)c(C)c1/C=C1\C(=O)N(C)C(=S)N1C,20,-2.0,1.2,-26,2,-1,5,11,33
Cc1[nH]c(=O)[nH]c(=O)c1S(=O)(=O)NCCc1ccc(S(N)(=O)=O)cc1,31,3.3,2.3,3,11,3,6,5,16

# Arranged by SMILES length (descending): part of the list above.
SMILES,CHOP inh,TNF necrop inh,zVAD death inh,TbHK1 inh,PGE2 EP2 inh,Wee1 degr inh,FXIa inh,FXIIa inh,PPC-1+TRAIL kill
Cc1cc(NC(=O)CSc2ccc3nnc(CCNS(=O)(=O)c4ccccc4)n3n2)no1,-14,0.3,3.3,2,9,-1,-6,1,8
CCCCOc1ccc(CNC(=S)N/N=C/c2ccc(OC)c(OC)c2)cc1,88*,-4.2,-0.5,-17,11,-3,0,11,19
Cc1cccc(Nc2ccncc2S(=O)(=O)NC(=O)NC(C)C)c1,-5,x,x,x,17&8,0,x,x,3

# These rows are one share of the data; count on the stated rates, not on these rows.
